Screens: PubChem, several laboratories
Rab7 wt GTP bind: dog Rab7 wildtype GTP binding, inhibitors and activators. 190,000 tested, 0.055% active. GTP binding activity (percent of control), % at 10 µM. GST-Rab7 beads, fluorescent GTP binding, flow cytometry; actives lie on both sides; untreated = 100%, excess cold GTP = 0%;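 active = fluorescent GTP binding to Rab7 beads changed by at least 20 points from the 100% baseline, either direction, mostly lower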;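 also: median green fluorescence of bound Bodipy-FL-GTP per Rab7 bead population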
Rac1 wt GTP bind: modulators of human Rac1 wildtype GTP binding; GST-Rac1 beads, fluorescent GTP binding, flow cytometry; actives lie on both sides; 0 = cold GTP competed, 100 = untreated; P63000; AID 757; GTP binding activity (% of control), % at 10 µM; 190,000 tested, 0.27% active;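 active = GTP binding activity at least 20 points away from the 100% control level, either lower or higher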
Avidin bead fluor: avidin bead compound fluorescence profile | Avidin beads, compound fluorescence 488/530 nm, flow cytometry; hits give high values | fluorescence (KMESF) at 10 µM | 220,000 tested, 0.38% active | AID 1775; in the data active = fluorescence above about 47; also: inactives centre near 10
HRas wt GTP: changes GTP binding to wildtype human HRas. P01112. GST-Ras wt beads, Bodipy-FL-GTP binding, flow cytometry; actives lie on both sides. GTP binding activity, % at 10 µM. 190,000 tested, 0.14% active;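 active = GTP binding activity at least 20% away from the 100% baseline, either lowered as inhibitor or raised as activator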;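 also: 0% = unlabeled GTP competition control and 100% = no-compound control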
Target sequence (P01112 whole entry, looked up): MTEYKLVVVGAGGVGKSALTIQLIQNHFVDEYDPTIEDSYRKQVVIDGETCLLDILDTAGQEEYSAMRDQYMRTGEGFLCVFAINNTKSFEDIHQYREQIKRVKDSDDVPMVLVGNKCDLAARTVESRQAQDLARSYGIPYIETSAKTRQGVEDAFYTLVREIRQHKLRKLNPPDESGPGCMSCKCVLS
Rab2 wt GTP: changes GTP binding to wildtype dog Rab2A, up or down; P61105; GST-Rab2 wt beads, Bodipy-GTP binding, flow cytometry; GTP binding activity, % at 10 µM; 190,000 tested, 0.19% active;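 active = GTP binding activity at least 20 points away from 100%, either lowered or raised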;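 also: 0% = beads with excess unlabeled GTP and 100% = no-compound control corrected for plate trend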
Cdc42 wt: modulators (inhibitors or activators) of GTP binding to human Cdc42 wildtype. percent activity (GTP binding), % at 10 µM. P60953. AID 761. GST-Cdc42 beads, Bodipy-GTP binding, flow cytometry; actives lie on both sides. 190,000 tested, 0.2% active;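 active = percent activity GTP binding at least 20 points away from the 100% baseline, either down as inhibitor or up as activator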;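 also: median bead fluorescence of bound Bodipy-FL-GTP at 100 nM; 0% = excess unlabeled GTP control and 100% = no compound control; below 100% means less GTP binding so inhibitor and above means activator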
Target sequence (P60953 whole entry, looked up): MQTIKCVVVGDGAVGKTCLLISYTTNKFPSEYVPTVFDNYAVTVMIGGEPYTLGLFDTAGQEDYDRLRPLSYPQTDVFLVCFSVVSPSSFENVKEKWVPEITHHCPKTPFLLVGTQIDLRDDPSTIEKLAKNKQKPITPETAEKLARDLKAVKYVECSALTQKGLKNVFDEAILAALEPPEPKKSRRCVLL
Mcl1-Bid inh: Mcl-1/Bid interaction inhibition | Q07820 | TR-FRET Mcl-1/Bid-Dy647 peptide binding, 1536-well | inhibition, % at 21.7 µM | 220,000 tested, 0.97% active | AID 1021;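 active = compounds that cut the binding signal by more than half at the single screening dose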;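 also: His-tagged Mcl-1 with europium anti-His antibody binding Bid BH3 peptide; 0% = Mcl-1 plus peptide wells and 100% = peptide-only wells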
Target sequence (Q07820 whole entry, looked up): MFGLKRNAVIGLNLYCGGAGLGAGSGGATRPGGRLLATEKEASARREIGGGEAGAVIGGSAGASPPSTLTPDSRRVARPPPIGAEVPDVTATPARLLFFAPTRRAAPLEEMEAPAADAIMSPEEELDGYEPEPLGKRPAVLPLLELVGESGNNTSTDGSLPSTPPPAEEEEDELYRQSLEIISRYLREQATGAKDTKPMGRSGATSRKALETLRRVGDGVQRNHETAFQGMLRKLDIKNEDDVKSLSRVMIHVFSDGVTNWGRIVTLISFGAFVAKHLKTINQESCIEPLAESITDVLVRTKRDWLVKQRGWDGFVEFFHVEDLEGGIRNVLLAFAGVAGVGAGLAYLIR
GSH fluor: GSH bead compound fluorescence profile | GSH beads flow cytometry, compound fluorescence 488/530 nm; hits give high values | fluorescence (KMESF) at 10 µM | 190,000 tested, 0.25% active; in the data active = fluorescence above about 89;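 also: glutathione beads carrying GST-tagged Bcl family fusion proteins plus one bare bead set; values are compound well signal with DMSO vehicle wells as background; inactives centre near 16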
Mcl1-Noxa inh: Mcl-1/Noxa interaction inhibition; AID 1022; 220,000 tested, 1.5% active; Q07820; inhibition, % at 21.7 µM; TR-FRET Mcl-1/Noxa peptide binding, 2 h;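 active = compounds that cut the protein-peptide binding signal by more than 50% relative to plate controls in a single-dose test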;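 also: His-tagged Mcl-1 with rhodamine Noxa BH3 peptide and terbium anti-His antibody; 0% = Mcl-1 plus Noxa peptide wells and 100% = peptide-only wells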
Rac1 mut GTP: alters GTP binding to activated mutant human Rac1. 190,000 tested, 0.11% active. percent activity (GTP binding), % at 10 µM. P63000. AID 764. GST-Rac1 activated beads, fluorescent GTP binding, flow cytometry; actives lie on both sides; 100% means binding = to untreated wells;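 active = GTP binding at least 20 percentage points away from the 100% baseline, in either direction, so actives lie on both sides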
Pf gamet viab: kills late stage P. falciparum gametocytes; P. falciparum stage V gametocytes, ATP luminescence, 24 h; 150,000 tested, 0.065% active; inhibition, % at 10.9 µM; AID 743093;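 active = inhibition above the mean plus 3 SD of compounds within the control limits, set per campaign, cut at about 38% in these data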;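 also: 0% = DMSO wells and 100% = medium only without gametocytes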
Active calls of the source: *; nt = not tested or not shown.

#	SMILES	Rab7 wt GTP bind	Rac1 wt GTP bind	Avidin bead fluor	HRas wt GTP	Rab2 wt GTP	Cdc42 wt	Mcl1-Bid inh	GSH fluor	Mcl1-Noxa inh	Rac1 mut GTP	Pf gamet viab
1	N#C/C(=C(/O)COC(=O)CSc1ccc(Cl)cc1)c1nc2ccccc2[nH]1	98	100	7	99	97	99	-76	19	0	97	12
2	CCOC(=O)c1nnn(CC(=O)Nc2cccc(F)c2)c1C(=O)OCC	99	108	5	103	102	104	-4	38	17	102	nt
3	CCN1CCn2c1nc(N1CCCCC1)nc2=O	98	105	8	102	103	104	-4	48	16	102	nt
4	COc1ccc(NC(=O)CSc2nc3ccsc3c(=O)n2CCCCCC(=O)O)cc1	102	101	13	100	96	98	0	11	17	95	14
5	CCc1cc(C(=O)NNC(=S)NCc2ccccc2)cs1	96	94	6	94	93	98	-120	50	1	93	nt
6	CC(C)CNC(=O)c1cccc(NC(=O)C(C)C)c1	96	96	14	100	97	103	-12	22	-3	98	-11
7	Cc1ccc(NC(=O)NNC(=O)Cn2nc(-c3ccccc3)c(-c3ccccc3)c(C#N)c2=O)cc1	97	105	8	101	100	101	-16	5	-18	99	nt
8	Cc1ccccc1C1NC(=S)NC2=C1C(=O)CC(C)(C)C2 (stereo not given)	96	99	6	97	97	97	-15	23	-10	97	11
9	COc1ccc(S(=O)(=O)Nc2cc(C(=O)NC3CCCCCC3)ccc2N2CCOCC2)cc1	97	102	26	98	97	100	4	21	6	97	nt
10	Cc1nc2nc(SCC(=O)C(C)(C)C)[nH]c2cc1Br	91	92	7	92	89	94	5	28	4	91	-20

#	SMILES	Rab7 wt GTP bind	Rac1 wt GTP bind	Avidin bead fluor	HRas wt GTP	Rab2 wt GTP	Cdc42 wt	Mcl1-Bid inh	GSH fluor	Mcl1-Noxa inh	Rac1 mut GTP	Pf gamet viab
11	c1ccc(N2CCN(Cc3nnnn3C3CCCCC3)CC2)cc1	103	106	10	100	102	99	1	37	10	99	nt
12	O=C(c1cc(-c2ccncc2)nc2ccc(Br)cc12)N1CCN(Cc2ccc3c(c2)OCO3)CC1	104	95	9	96	99	97	-24	19	1	95	2
13	C/C=C/c1ccc(OCCOc2cc(C=O)ccc2OC)c(OC)c1	97	97	20	95	92	93	-56	15	6	96	-17
14	Clc1ccc(-c2cc(C3CCNCC3)[nH]n2)cc1	99	100	7	97	99	93	-13	15	5	96	1
15	Cc1ccc(C)c(N2CCN(S(=O)(=O)c3ccc4c(c3)oc(=O)n4C)CC2)c1	99	103	6	100	100	100	-11	17	12	98	-30
16	O=C(O)/C=C/c1ccc(S(=O)(=O)NCc2ccco2)cc1	95	100	9	98	100	97	-33	13	20	100	0
17	Cc1cccc(C(=O)O/N=C(\N)c2cccc([N+](=O)[O-])c2)c1	98	100	32	98	97	101	2	18	13	98	nt
18	COC(=O)c1ccccc1NC(=O)CN(c1ccc(OC)cc1)S(C)(=O)=O	103	104	3	100	101	98	-9	27	21	98	-2
19	O=C(CCN1CCCCC1)c1ccccc1	103	100	13	100	100	98	-34	7	26	94	nt
20	CC1CCCCN1C(=O)Cn1cc(C#N)c2ccccc21 (stereo not given)	98	101	13	101	100	100	-8	28	-13	99	nt

A different layout for 3 compounds above:
Below each compound – Rab7 wt GTP bind	Rac1 wt GTP bind	Avidin bead fluor	HRas wt GTP	Rab2 wt GTP	Cdc42 wt	Mcl1-Bid inh	GSH fluor	Mcl1-Noxa inh	Rac1 mut GTP	Pf gamet viab
(17) Cc1cccc(C(=O)O/N=C(\N)c2cccc([N+](=O)[O-])c2)c1
  98	100	32	98	97	101	2	18	13	98	nt
(18) COC(=O)c1ccccc1NC(=O)CN(c1ccc(OC)cc1)S(C)(=O)=O
  103	104	3	100	101	98	-9	27	21	98	-2
(19) O=C(CCN1CCCCC1)c1ccccc1
  103	100	13	100	100	98	-34	7	26	94	nt

(continued)
#	SMILES	Rab7 wt GTP bind	Rac1 wt GTP bind	Avidin bead fluor	HRas wt GTP	Rab2 wt GTP	Cdc42 wt	Mcl1-Bid inh	GSH fluor	Mcl1-Noxa inh	Rac1 mut GTP	Pf gamet viab
21	COc1ccc(C(=O)Cn2c(=O)c(CCC(=O)O)nn3c4ccccc4nc23)cc1OC	95	94	9	97	96	97	-7	52	2	95	nt
22	COc1nc(OC)nc(N(C)CCO)n1	93	105	10	97	98	97	-23	7	-8	99	-7
23	O=c1c2ccccc2cnn1Cc1n[nH]c(=S)n1-c1ccc(Cl)cc1Cl	102	103	3	103	103	105	-67	9	5	101	nt
24	CCC(=O)Nc1cccc(NC(=S)NC(=O)c2ccccc2C)c1	101	95	21	97	96	95	-32	13	8	95	nt
25	Cc1nonc1-c1csc(N)n1	104	98	10	99	98	96	-35	19	-4	95	0
26	Cc1ccc(N2C(=O)C3C4C=CC(CNC(=S)N5CCN(c6ccccn6)CC5)(O4)C3C2=O)cc1 (stereo not given)	95	95	7	95	97	94	-29	71	15	94	2
27	Cc1ccc(C(=O)NNC(=S)Nc2cccc3ccccc23)s1	94	92	10	94	90	96	-83	30	nt	94	nt
28	Cc1nnc(SCC(=O)Nc2ccc(Br)cn2)[nH]c1=O	102	103	11	102	102	104	-10	50	-10	100	nt
29	Clc1cc(CSc2ccccc2)nc(-c2ccccc2)n1	99	97	38	98	98	99	0	13	11	97	nt
30	COc1ccc2c(c1OC)C(=O)OC2CC(=O)c1ccc(N(C)C)cc1 (stereo not given)	99	109	8	102	102	105	-40	9	12	103	nt

Entries of single compounds as entered above. Screens in order: Rab7 wt GTP bind | Rac1 wt GTP bind | Avidin bead fluor | HRas wt GTP | Rab2 wt GTP | Cdc42 wt | Mcl1-Bid inh | GSH fluor | Mcl1-Noxa inh | Rac1 mut GTP | Pf gamet viab
Cc1ccc(C(=O)NNC(=S)Nc2cccc3ccccc23)s1 is listed with 94 | 92 | 10 | 94 | 90 | 96 | -83 | 30 | nt | 94 | nt
Cc1nnc(SCC(=O)Nc2ccc(Br)cn2)[nH]c1=O is listed with 102 | 103 | 11 | 102 | 102 | 104 | -10 | 50 | -10 | 100 | nt
Clc1cc(CSc2ccccc2)nc(-c2ccccc2)n1 is listed with 99 | 97 | 38 | 98 | 98 | 99 | 0 | 13 | 11 | 97 | nt

(cont.)
#	SMILES	Rab7 wt GTP bind	Rac1 wt GTP bind	Avidin bead fluor	HRas wt GTP	Rab2 wt GTP	Cdc42 wt	Mcl1-Bid inh	GSH fluor	Mcl1-Noxa inh	Rac1 mut GTP	Pf gamet viab
31	Clc1ccc(-c2nn3c(C4COc5ccccc5O4)nnc3s2)cc1 (stereo not given)	99	98	7	97	95	95	-7	25	-25	93	nt
32	O=C(COC(=O)[C@H](Cc1ccccc1)NS(=O)(=O)c1ccccc1F)NC1CCCCC1	95	95	16	96	95	95	-12	13	6	93	10
33	COC(=O)C1=C(NC(=O)CCCCl)CCS1	98	103	19	98	95	99	-63	15	0	98	nt
34	CC(NC(=O)C1CC1)C(c1cccs1)N1CCN(c2ccccc2)CC1 (stereo not given)	96	102	24	97	99	102	-16	15	23	99	nt
35	CC1CC(C)CN(CCOc2ccc(Br)cc2)C1 (stereo not given)	99	101	5	98	98	98	35	11	33	96	14
36	COc1cc(NC(=S)NC(=O)c2ccc(C(C)(C)C)cc2)ccc1NC(=O)c1cccs1	99	99	7	97	97	94	-30	20	13	97	-20
37	Cc1ccc(S(=O)(=O)Nc2ccc(Cl)cc2)cc1NC(=O)c1cc2c(s1)CCCC2	103	102	2	101	100	98	-22	7	-2	100	-2
38	CCC(=O)Nc1cc(C(=O)OCC(=O)c2ccccc2Cl)ccc1C	101	100	9	100	100	100	-25	9	-1	96	-23
39	COc1cc(OC)c2nc(C)c3c(c2c1)N(c1ccc(O)cc1)CC3	99	109	34	103	100	104	-39	13	9	99	-19
40	CC1=C(C(=O)OC(C)C)C(c2cccnc2)n2ncnc2N1 (stereo not given)	101	104	6	102	103	103	-17	17	-13	99	nt

#	SMILES	Rab7 wt GTP bind	Rac1 wt GTP bind	Avidin bead fluor	HRas wt GTP	Rab2 wt GTP	Cdc42 wt	Mcl1-Bid inh	GSH fluor	Mcl1-Noxa inh	Rac1 mut GTP	Pf gamet viab
41	CC(=O)c1ccc(N=Nc2ccc(N(C)C)cc2)cc1	95	98	21	97	97	100	6	10	15	93	36
42	CC(C)CC(N=Cc1c(O)c2ccccc2oc1=O)C(=O)O (stereo not given)	98	97	20	96	96	101	6	9	18	95	-18
43	COc1ccc(-c2nnc(SCC(=O)N3CCOCC3)n2C)cc1OC	101	105	6	102	101	104	3	21	4	101	-8
44	Cn1c(C(=O)N2CCN(c3ncccn3)CC2)cc2c(=O)n(C)c3ccccc3c21	100	99	27	98	97	93	-6	13	-4	94	nt
45	N#Cc1nc(-c2ccc(Cl)cc2)oc1NCc1ccco1	98	103	35	100	97	99	-1	22	23	99	nt
46	COc1cc(S(=O)(=O)N2CCC(c3nc4ccccc4s3)CC2)ccc1S(=O)(=O)N1CC(C)CC(C)C1 (stereo not given)	103	107	6	101	99	101	8	19	-7	99	nt
47	COc1cccc(C(=O)Nc2c(C)nn(-c3ccccc3)c2C)c1	99	99	11	94	95	98	-13	16	5	97	15
48	Cc1cc(/C=N/NC(N)=O)c(C)c(CO)c1	100	103	10	104	102	104	18	18	15	99	nt
49	Cc1ccc(/C(N)=N/OC(=O)c2ccc(C)cc2Cl)cc1	105	104	7	103	101	103	-10	10	-18	100	14
50	CCC1CCCCN1CCNC(=O)CCS(=O)(=O)c1ccc(Br)cc1 (stereo not given)	102	106	5	102	102	103	-3	44	-10	100	nt
